# Screening data: PubChem BioAssay, several laboratories
# Glyco luc inh: blocks N-linked glycosylation in D54 reporter cells | D54 ERlucT glycosylation luciferase reporter, 24 h; percent of 100 nM tunicamycin response | reporter increase, % at 12.5 µM | 0.23% of 360,000 active;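 active = mean luciferase reporter signal, scaled so untreated is 0 and the glycosylation-blocking control 100, at or above a set limit in every replicate; inconclusive = mean reaches the limit but not every replicate does; inactive = mean below the limit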;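 note: luciferase carries N-glycosylation sites so blocking glycosylation raises the light; 0% = median of neutral control wells and 100% = median of 100 nM tunicamycin wells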
# ABHD5 PLIN5 PPI: ABHD5-PLIN5 protein interaction inhibition | Q00G26+Q8WTS1 | Split G. princeps luciferase complementation, luminescence, 4 h | inhibition, % at 4 µM | 0.78% of 360,000 active | AID 602281;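 active = inhibition above the mean inhibition across every tested compound plus 3 SD, cut at about 22% in these data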;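 note: 0% = DMSO only wells and the 100% control is not disclosed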
# Target sequence (Q00G26 whole entry, looked up): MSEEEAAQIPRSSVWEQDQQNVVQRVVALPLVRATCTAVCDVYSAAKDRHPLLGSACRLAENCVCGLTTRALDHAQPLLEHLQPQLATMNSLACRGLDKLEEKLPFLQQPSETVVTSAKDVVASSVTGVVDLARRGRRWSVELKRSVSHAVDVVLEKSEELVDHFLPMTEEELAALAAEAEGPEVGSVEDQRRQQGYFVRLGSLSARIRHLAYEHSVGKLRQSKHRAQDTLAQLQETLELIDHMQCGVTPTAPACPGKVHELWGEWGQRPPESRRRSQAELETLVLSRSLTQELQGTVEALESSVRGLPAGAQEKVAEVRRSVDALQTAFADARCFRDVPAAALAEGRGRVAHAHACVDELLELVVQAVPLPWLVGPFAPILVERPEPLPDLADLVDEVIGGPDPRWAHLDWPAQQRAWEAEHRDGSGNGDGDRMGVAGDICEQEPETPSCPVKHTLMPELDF
# Target sequence (Q8WTS1 whole entry, looked up): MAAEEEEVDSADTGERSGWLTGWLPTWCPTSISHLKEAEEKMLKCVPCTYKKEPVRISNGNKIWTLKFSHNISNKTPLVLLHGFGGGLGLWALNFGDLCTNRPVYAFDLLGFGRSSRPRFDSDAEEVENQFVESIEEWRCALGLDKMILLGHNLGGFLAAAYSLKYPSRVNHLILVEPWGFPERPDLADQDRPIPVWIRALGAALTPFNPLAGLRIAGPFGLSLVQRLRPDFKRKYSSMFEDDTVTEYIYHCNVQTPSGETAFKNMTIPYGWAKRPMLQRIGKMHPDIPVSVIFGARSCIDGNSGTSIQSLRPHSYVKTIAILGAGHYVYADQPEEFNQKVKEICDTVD
# Vif inh: blocks HIV Vif function. inhibition, % at 7.49 µM. HEK293T cells, Vif self-association by quenched fluorescence, imaging, 24 h. 0.35% of 340,000 active; in the data active = inhibition above about 50%, passing the limit was not always enough; inconclusive = no clear call, values can overlap the other calls; inactive = below about 31%; note: some results filed as inactive read as strong as hits
# TLR9-MyD88 inh: inhibitors of human TLR9-MyD88 binding | Q9NR96+Q99836 | CHO BLA complementation TLR9-MyD88, CCF4 FRET ratio | inhibition, % at 4.98 µM | 0.21% of 340,000 active | AID 504734;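 active = inhibition above the mean over all tested compounds plus 3 SD, cut at about 21% in these data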;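 note: 0% = DMSO only wells and 100% = clavulanate BLA inhibitor control wells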
# Granule exo inh: lytic granule exocytosis inhibition. TALL-104 LAMP-1 surface exposure, flow cytometry; cells stimulated with thapsigargin and PMA. inhibition, % at 10 µM. 0.66% of 360,000 active. AID 651702;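 active = inhibition above about 55%, limit read from the data; inconclusive = no clear call, values can overlap the other calls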
# MC4R antag cAMP: blocks human MC4R cAMP signaling; P32245; MC4R-expressing cells, MTII-stimulated cAMP, LANCE TR-FRET; inhibition, % at 6.5 µM; 0.48% of 360,000 active;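 active = inhibition above its plate's cutoff, the mean of tested wells on that plate plus 3 SD, cut at about 29% in these data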;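 note: 0% = Melanotan II alone and 100% = Melanotan II plus saturating MCL0020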
#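 System: U2OS cells stably expressing human melanocortin 4 receptor (MC4R). Reagent: Melanotan II challenge after compound preincubation. Doses: 6.5 µM. Times: 30-min compound, 1-h challenge, 1-h detection, room temperature. Measured by: TR-FRET with Eu-cAMP and labeled anti-cAMP, 671 nm. Replicates: singlicate.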
# NOD2-RIPK2 inh: blocks binding of human NOD2 to RIPK2; O43353; CHO BLA complementation NOD2-RIPK2, CCF4 ratio; inhibition, % at 4.98 µM; 0.38% of 360,000 active; in the data active = inhibition above about 21%;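 note: 0% = vehicle only and 100% = reference blocker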
# MC4R ag barr: human MC4R agonism via beta-arrestin; P32245; U2OS MC4R beta-arrestin complementation, luminescence; percent of melanotan II response, DMSO zero; activation, % at 8.9 µM; 0.98% of 360,000 active;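 active = activation above a per-plate cutoff, the mean activation of sample wells on that plate plus 3 SD, cut at about 8% in these data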
# aDG glyco act: alpha-DG glycosylation activation; Pro5-aDG cells, alpha-DG glycosylation AlphaScreen (IIH6); 0% Pro5, 100% B10-LARGE cell signal; activation, % at 10 µM; 0.22% of 360,000 active;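 active = activation of at least 8% versus controls, or a plate z-score of at least 8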;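 note: Pro5 are CHO cells carrying HIG-tagged alpha-DG that lacks glycosylation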
# ABCB6 inh 2: inhibitors of human ABC transporter ABCB6. Q9NP58. K562-ABCB6 porphyrin accumulation, flow cytometry, 1 h; hits give low values. fluorescence ratio to DMSO, % at 10 µM. 0.19% of 360,000 active. AID 602162;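 active = fluorescence ratio to DMSO below 75%, the collection mean minus 3 SD; inconclusive = too few cells collected in the well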;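 note: signal is porphyrin accumulated inside mitochondria; 100% equals median channel fluorescence of DMSO control wells; lower ratio means ABCB6 inhibition with less porphyrin fluorescence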
# * = called active by the depositor; ? = inconclusive; · = no result given. Only part of the results is shown; rates above refer to the full screens.
SMILES,Glyco luc inh,ABHD5 PLIN5 PPI,Vif inh,TLR9-MyD88 inh,Granule exo inh,MC4R antag cAMP,NOD2-RIPK2 inh,MC4R ag barr,aDG glyco act,ABCB6 inh 2
CCOC(=O)CNC(=O)CSc1nc2ncc(Br)cc2[nH]1,1,-6,0,3,10,-2,-2,-1.4,-0.2,93
O=C(Nc1ccc(S(=O)(=O)Nc2ncccn2)cc1)c1ccc(Br)cc1,0,-3,·,9,-1,7,-13,-0.1,-0.3,101
CCCCNC(=S)Nc1ccc2[nH]c(=O)[nH]c2c1,0,-2,-7,-5,0,-2,-4,-2.6,0.6,101
O=C(NC1CCCCC1)N1CCN(C2CCCCC2)CC1,0,-2,0,-3,1,-2,-9,-0.9,0.0,98
O=C(COC(=O)CCS(=O)(=O)c1ccc(Cl)cc1)NCCc1ccc(Cl)cc1Cl,2,4,-3,-2,2,21,1,3.1,0.1,102
CCCS(=O)(=O)NC(=O)C1(C)CCCN(C(=O)c2ccccc2C(F)(F)F)C1 (stereo unspecified),2,-1,5,·,5,5,8,-0.1,-0.3,102
COc1ccc(C)cc1NC(=O)CCCNC(=O)Cn1cnc2sc(C)c(C)c2c1=O,17,3,-9,-4,-7,5,5,-3.1,0.0,166
CC(OC(=O)Cc1ccccc1[N+](=O)[O-])C(=O)NC(=O)NC1CCCCC1 (stereo unspecified),1,4,-2,-10,-4,3,-2,0.1,0.8,99
COCOCCn1cc(CN2CCS(=O)(=O)N(Cc3ccc(-c4ccc(Cl)cc4)cc3)C(CC(C)C)C2=O)nn1 (stereo unspecified),4,-8,0,-5,6,17,-4,-0.7,-0.3,99
Cc1c(Cl)c(C(=O)N2CCCc3ccccc32)nn1C,0,0,3,7,5,5,-7,-1.3,-0.2,93
CCn1c(=O)c2c3c(sc2n(C)c1=O)CCC3,3,4,5,-5,-1,14,-7,-2.4,1.2,99
CCOc1ccc(NC(=O)CN2C(=O)c3ccccc3C2=O)cc1,5,1,-4,-8,-10,-2,15,-0.8,0.0,99
COc1ccc(C(CNC(=O)CN2C(=O)NC3(CCCC3)C2=O)N(C)C)cc1 (stereo unspecified),-1,5,-6,-4,-2,-2,1,-0.4,-0.1,101
Cc1nnc(SCC(=O)N(C)CC(=O)Nc2ccc(F)cc2)n1Cc1ccccc1,0,0,-1,12,-2,9,-7,-0.6,0.4,102
CC(NC(=O)c1ccco1)C(=O)O (stereo unspecified),7,-4,2,1,-2,4,-6,0.2,0.1,99
COc1ccc(-c2nc3ccc(Cl)cn3c2Cc2cccc(F)c2)cc1OC,-1,0,·,·,-4,·,7,·,0.2,107
COc1cc(OC)cc(C(=O)N2CCC(N3CCN(c4ccccc4)CC3)CC2)c1,4,-1,1,5,2,3,-4,-0.8,0.3,82
COc1ccc([N+](=O)[O-])cc1NCC(=O)Nc1cccc(S(=O)(=O)N2CCCC2)c1,-3,7,4,-4,-3,6,1,-4.0,2.3,100
CCCC(=O)Nc1cccc(NC(=O)c2ccc([N+](=O)[O-])cc2Cl)c1,-1,-2,7,10,-2,-5,-4,-0.2,0.9,98
COc1ccc([N+](=O)[O-])cc1COc1cc(C)cc2oc(=O)cc(-c3ccccc3)c12,1,3,4,-4,-4,15,-6,-0.3,-0.4,96
Fc1ccc(C(CCNCc2ccccn2)c2ccc(Cl)cc2)cc1 (stereo unspecified),-2,-5,0,-8,42,5,-13,4.0,-0.1,99
CC1Cc2cc(/C(O)=C3/C(=O)C(=O)N(CCCn4ccnc4)C3c3ccc(F)cc3)ccc2O1 (stereo unspecified),-2,-1,0,-9,14,19,-1,1.8,0.2,101
CC(=O)Nc1ccc(NC(=O)C(C)OC(=O)c2c(C)nn(-c3ccccc3)c2Cl)cc1 (stereo unspecified),-2,5,12,7,-1,-3,-8,-1.1,-0.1,97
O=C(O)c1cnc(-c2ccccc2)nc1Sc1ccccc1,1,-1,1,2,10,3,-3,-2.0,-0.3,100
CCOC(=O)CN(C)C(=O)CCc1nnc(-c2ccsc2)o1,2,-9,5,-3,-2,2,6,-3.0,-0.4,95

# (more compounds)
SMILES,Glyco luc inh,ABHD5 PLIN5 PPI,Vif inh,TLR9-MyD88 inh,Granule exo inh,MC4R antag cAMP,NOD2-RIPK2 inh,MC4R ag barr,aDG glyco act,ABCB6 inh 2
CCOC(=O)[C@H]1[C@H]2COc3ccc(Cl)cc3[C@@H]2N2C(=O)c3cc(F)ccc3NC(=O)[C@@]12C,-4,-6,·,1,-9,5,3,0.5,-0.1,94
Cc1ccc(S(=O)(=O)N(C)Cc2ccc(-c3nnco3)cc2)cc1,0,1,0,-2,0,9,-2,1.4,-0.1,94
Cc1ccc(Nc2cc(C)nc3ncnn23)cc1,4,1,0,4,-5,-6,3,-1.2,-0.1,100
COC(=O)c1sccc1NC(=O)c1cc(OC)c(OC)c(OC)c1,6,0,6,-1,-1,13,-5,11*,-0.1,100
C=CCN1C(=O)C(CC(=O)Nc2ccc(OC)cc2)SC1=Nc1ccc(S(N)(=O)=O)cc1 (stereo unspecified),3,3,2,8,1,-1,0,2.0,0.3,98
COc1cccc(CN(C)C(=S)Nc2ccc(C)c(C)c2)c1,0,-4,7,8,-5,9,-15,-2.5,0.5,98
CCOc1ccc(OCC)c(S(=O)(=O)NCCOC23CC4CC(CC(C4)C2)C3)c1,-5,-4,-5,-4,-1,-7,-4,1.7,1.6,91
CC(C)CNS(=O)(=O)c1ccc(CC(C)C)cc1,1,-9,1,-4,0,10,-4,1.0,-0.1,108
Cc1ccc(Cl)cc1NS(=O)(=O)c1ccc2c(c1)NC(=O)C(C)C(=O)N2 (stereo unspecified),-2,-4,?,-3,3,6,-6,0.1,-0.3,102
CC#CC(=O)N1CCC(CCC(=O)N(C)Cc2ccccc2)CC1,0,1,6,3,4,13,0,-1.1,-0.1,97
CCOc1cc(NS(=O)(=O)c2ccc(NC(C)=O)cc2)c(OCC)cc1NC(=O)C(C)C,1,-2,-1,-8,6,1,-7,0.1,0.1,99
CC(NS(=O)(=O)c1ccc2c(c1)OCCCO2)C(=O)O (stereo unspecified),-1,-2,4,-3,-3,10,5,-1.4,-0.1,101
O=C(O)c1cc(S(=O)(=O)Nc2cc(Cl)ccc2Oc2ccccc2)ccc1O,3,0,·,-2,14,6,0,-1.8,0.2,100
Cc1cnc(C(=O)OCC(=O)Nc2ccccc2[N+](=O)[O-])cn1,0,10,14,-4,-10,6,7,0.7,-0.1,103
O=C(Nc1ccccc1)C1CCCN1C(=O)NCc1ccccc1 (stereo unspecified),-1,4,2,-5,0,3,-10,-1.3,-0.4,95
Cc1ccc(C)c(N2CCN(C(=O)c3ccc(NC4=NC5CS(=O)(=O)CC5S4)cc3)CC2)c1 (stereo unspecified),4,-3,4,4,-3,3,-6,-1.1,-0.1,96
COCCCn1c(=O)/c(=C\c2ccccc2OC(F)F)s/c1=C(/C#N)C(=O)N1CCOCC1,1,-5,2,-6,-6,3,-3,-2.0,0.0,99
Cc1ccc(C)c(N(C(=O)c2ccco2)C(C(=O)NC2CCCC2)c2ccco2)c1 (stereo unspecified),-1,-1,-11,-3,10,3,-7,-1.7,0.0,98
N#Cc1ccc(OC(=O)C2CCN(C3=NS(=O)(=O)c4ccccc43)CC2)cc1,0,-3,2,5,-1,7,-16,-1.9,-0.1,100
NC(=O)C1(N2CCCCC2)CCN(Cc2ccc(Br)cc2)CC1,-3,-3,-3,-6,5,3,9,-0.8,0.5,94
c1ccc(OCc2nnnn2-c2ccccc2)cc1,2,-6,0,-3,3,3,-3,-2.6,-0.2,88
CN(CC(=O)Nc1ccc(Cl)c(C(F)(F)F)c1)C(=O)CCC(=O)c1ccccc1,2,-9,3,1,0,-1,2,2.8,1.0,92
C(/C=C/c1ccccc1)=N/N1CCN(c2ccccc2)CC1,6,-2,2,-7,2,-1,7,-1.7,0.0,96
COc1ccc(NC(=O)C(c2ccccc2)N(C)C(=O)c2ccc(=O)[nH]c2)cc1 (stereo unspecified),3,-3,0,9,-2,12,-26,-1.1,0.2,103
CN(C)CC1CCC/C(=C\c2ccc(OC(=O)/C=C/c3ccc(Cl)c(Cl)c3)cc2)C1=O (stereo unspecified),2,3,4,-2,-1,-3,1,-0.4,0.0,99

# Next records
SMILES,Glyco luc inh,ABHD5 PLIN5 PPI,Vif inh,TLR9-MyD88 inh,Granule exo inh,MC4R antag cAMP,NOD2-RIPK2 inh,MC4R ag barr,aDG glyco act,ABCB6 inh 2
CC(C)(C)c1cc(C2=CSC3=NCCN23)cc(C(C)(C)C)c1O,1,10,-9,21*,33,5,24*,0.9,0.6,98
CC(NC(=O)c1ccc(F)cc1F)C1CC2CCC1C2 (stereo unspecified),-2,-2,-6,4,-4,-2,-2,1.4,-0.2,168
O=C(CSc1ccc(-c2ccccc2)nn1)NC1CCCC1,-1,1,0,-5,10,3,-8,-1.3,-0.1,95
Cc1c(C(=O)Nc2nnc(C3CC3)s2)oc2ccccc12,-1,9,-11,2,5,2,-3,-0.2,-0.3,102
CC1CN(S(=O)(=O)c2cccc(C(=O)OCC(=O)NCc3ccccc3)c2)CC(C)O1 (stereo unspecified),4,6,3,-6,0,-7,-3,-2.2,-0.3,96
Cc1ccc(OCc2nnc(N)s2)cc1C,0,4,-2,·,-5,8,-16,-0.1,-0.1,97
CCOC(=O)c1nnc(-c2ccc(C)cc2)nc1Oc1ccc(Cl)cc1Cl,4,0,2,-5,4,11,0,-1.6,-0.4,96
CN(C)c1ccc(CNC2CC(C)(C)NC(C)(C)C2)cc1,-2,4,3,18,2,5,7,-1.4,0.0,94
Cc1ccc(COc2coc(CO)cc2=O)cc1,0,1,-11,-3,-2,4,9,-2.1,0.4,90
O=C(O)CC(NC(=O)C12CC3CC(CC(C3)C1)C2)c1ccc(OC2CCCC2)cc1 (stereo unspecified),4,-14,9,-5,-4,1,5,0.5,0.1,?
COc1ccc(/C=C/C(=O)NC(=S)Nc2ccccc2C(=O)NC2CCCCC2)cc1,2,0,1,-5,-3,5,-5,1.2,-0.4,96
COc1ccc(OC)c(NC(=O)[C@@H]2CCCN2C(=O)c2cccs2)c1,-2,3,-5,-9,-1,3,11,-2.5,-0.3,104
COc1cccc(-n2c(N)c(-c3nc4ccccc4[nH]3)sc2=S)c1,4,1,-6,6,-1,7,-9,0.3,0.0,110
C=CCn1c(Sc2nc(C)cs2)nc2c1c(=O)[nH]c(=O)n2C,0,-9,10,2,-5,6,5,2.3,0.0,98
